# Source: PubChem (Broad Institute)
# RAD52 inh: inhibitors of human RAD52 DNA annealing; P43351; recombinant RAD52 DNA annealing, FRET fluorescence; inhibition, % at 18.7 µM; 360,000 compounds, 0.46% hits; AID 651710;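 active means every replicate showing at least 50% inhibition; inconclusive means mean inhibition at least 50% but not in every replicate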
# INS-1E GSIS act: primary screen for activators of insulin secretion dependent on glucose, INS-1E cells, GLuc reporter luminescence; INS-1E GLuc reporter insulin secretion, 2-3 h; activation, % at 16.6 µM; 370,000 compounds, 0.61% hits; AID 743287;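 active means lowest replicate activation of at least 40%, so every replicate reaches that level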;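 further: 0% = median of neutral control wells and 100% = median of IBMX positive control wells; some compounds called inactive have numbers as strong as hits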
# DENV2 CPE: inhibitors of DENV2 cytopathic effect; DENV2-infected cells, cytopathic effect rescue, plate reader; CPE inhibition, % at 9.99 µM; 350,000 compounds, 1.7% hits; AID 651640; in the data active means CPE inhibition above about 20%, passing the limit was not always enough; inconclusive means no clear call, values can overlap the other calls; tested in BHK-21 cells;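 further: 0% = median of neutral control wells and 100% = median of positive control wells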
# E-sel inducer: E-selectin induction on HUVECs; P16581; HUVEC E-selectin immunofluorescence imaging; normalized: neutral wells 0, TNF-alpha wells 100; activation, % at 7.58 µM; 260,000 compounds, 0.37% hits; AID 686992;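 active means mean E-selectin-positive cell signal at least 10% of the positive control, reached in at least 60% of replicates, without over 20% cell loss; inconclusive means no rule given, readout overlaps actives, possibly toxicity-flagged; inactive means the rest, including those meeting only one limit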;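 further: in these data hits start at about 27%; measured in HUVEC primary endothelial cells; signal is the percent of cells scored E-selectin positive by PE staining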
#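 material = human umbilical vein endothelial cells (HUVEC), E-selectin induction | quantity = 3,000 cells/well | medium = EGM-2 growth medium on 0.1% gelatin-coated wells | technique = immunofluorescence imaging | read-out basis = % PE-positive cells | control set = TNF-alpha positive control, DMSO neutral control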
# Xi reactivation: X-chromosome reactivation activator. XiGFP mouse fibroblasts, % GFP-positive cells imaging, 3 d; cells co-treated with 5-aza-dC sensitizer; scaled so ellipticine positive control = 100%. 360,000 compounds, 0.055% hits. activation, % at 7.58 µM. AID 743238;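 active means mean normalized replicate activation at least 10% and every replicate at or above 10%; inconclusive means only one of the two criteria met; inactive means mean below 10% and not all replicates reach 10%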;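 further: 0% = median of on-plate neutral control wells and 100% = ellipticine 6 µM median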
#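 Material: XiGFP fibroblasts, SV40-immortalized; Buffer or medium: DMEM containing 5-aza-dC; Compound dosing: single point; Times: 3 days compound exposure.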
# Casp6 inh: inhibitors of human caspase-6 | P55212 | purified caspase-6, Z-VEID-R110 cleavage fluorescence | inhibition, % at 12.5 µM | 350,000 compounds, 0.53% hits;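 active means mean inhibition across replicates at least about 35%, with every replicate also reaching that limit, limit read from the data; inconclusive means only one of the two criteria met; inactive means neither criterion met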;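 further: 0% = median of neutral control wells and 100% = no fluorescence left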
# Target sequence (P55212 24-179 limits assumed): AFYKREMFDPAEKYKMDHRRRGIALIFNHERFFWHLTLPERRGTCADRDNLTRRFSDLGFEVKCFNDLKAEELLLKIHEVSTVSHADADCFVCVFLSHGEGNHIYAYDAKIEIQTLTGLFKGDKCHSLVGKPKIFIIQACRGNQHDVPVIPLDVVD
# Target sequence (P55212 194-293 limits assumed): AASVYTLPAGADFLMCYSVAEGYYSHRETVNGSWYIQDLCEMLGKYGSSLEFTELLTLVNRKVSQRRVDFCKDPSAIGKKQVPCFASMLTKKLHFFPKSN
# CFTR F508del cor: CFTR F508del correction in bronchial cells. CFBE cells, YFP halide quenching; stimulated with forskolin plus potentiator P3; % fluorescence drop versus neutral controls. activity (quench increase), % at 7.58 µM. 350,000 compounds, 0.36% hits;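 active means mean added fluorescence quench of at least 8% versus neutral control, with both replicates also reaching 8%; inconclusive means only one of the mean or replicate conditions met; inactive means mean below 8% and not both replicates reaching 8%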;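 further: cells transiently co-express mutant CFTR-F508del with the halide-sensitive YFP; corrector assay measuring rescue of mutant channel to the surface after 24 h compound exposure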
# RAD54 inh: RAD54 (human) branch migration inhibition. Q92698. RAD54 Holliday junction branch migration, FAM/BHQ fluorescence. inhibition, % at 10.4 µM. 360,000 compounds, 0.14% hits;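 active means mean normalized replicate activity at least 40 and at least half of replicates scoring 40 or more; inconclusive means only one of the two criteria met; inactive means mean below 40 and under half of replicates reaching 40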;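 further: 0% = median of neutral control wells and 100% = median of positive control wells; inhibitors cause a drop in the FAM fluorescence signal; in these data hits start at about 50%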
# Target sequence (Q92698 whole entry, looked up): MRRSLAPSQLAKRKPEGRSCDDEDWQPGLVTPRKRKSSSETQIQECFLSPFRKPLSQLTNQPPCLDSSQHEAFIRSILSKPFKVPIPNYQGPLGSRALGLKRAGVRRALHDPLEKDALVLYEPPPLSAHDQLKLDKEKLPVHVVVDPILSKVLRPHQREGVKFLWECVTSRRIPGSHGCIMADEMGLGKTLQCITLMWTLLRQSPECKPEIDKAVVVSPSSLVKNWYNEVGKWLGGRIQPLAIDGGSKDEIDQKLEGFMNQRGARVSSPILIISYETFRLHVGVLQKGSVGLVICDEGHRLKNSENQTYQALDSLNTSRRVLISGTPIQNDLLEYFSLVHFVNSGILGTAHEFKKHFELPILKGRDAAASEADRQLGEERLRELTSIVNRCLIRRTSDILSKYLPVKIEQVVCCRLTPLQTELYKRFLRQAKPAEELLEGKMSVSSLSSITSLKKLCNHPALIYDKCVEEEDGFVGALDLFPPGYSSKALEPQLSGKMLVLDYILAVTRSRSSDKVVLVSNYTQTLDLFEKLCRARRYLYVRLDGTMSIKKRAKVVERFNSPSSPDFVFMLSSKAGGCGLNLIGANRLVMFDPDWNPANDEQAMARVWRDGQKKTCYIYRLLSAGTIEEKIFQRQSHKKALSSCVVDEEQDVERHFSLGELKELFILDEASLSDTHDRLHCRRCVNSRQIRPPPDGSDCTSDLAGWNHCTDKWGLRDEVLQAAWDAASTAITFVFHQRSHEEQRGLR
# Numbers without * were called inactive; ? = inconclusive; / = no result given.
SMILES,RAD52 inh,INS-1E GSIS act,DENV2 CPE,E-sel inducer,Xi reactivation,Casp6 inh,CFTR F508del cor,RAD54 inh
COc1ccc(/C=C2\SC(=S)N(CCC(=O)Nc3cccc(C(=O)O)c3)C2=O)cc1OC,-30,19,1,0.0,0.2,/,-0.5,-3
O=C(O)c1cc2cc(Cl)ccc2[nH]1,-9,/,2,-0.1,0.0,-6,0.5,1
CCCN1CCC2(CC1)CN(Cc1ccc3c(c1)OCO3)[C@H](CO)c1[nH]c3cc(OC)ccc3c12,87*,-19,17,-0.1,0.0,-2,-7.3,/
O=C(C1CCOCC1)N1CC[C@@H]2[C@@H](CO)Nc3ccc(-c4cccc(F)c4)cc3[C@@H]21,-4,-16,14,0.1,0.1,1,1.6,-4
C[C@H](O)C#Cc1ccc2c(c1)O[C@@H](CN(C)C(=O)CN(C)C)[C@H](C)CN([C@H](C)CO)S2(=O)=O,-6,8,?,-0.2,-0.6,-1,1.2,0
O=C1NC[C@H](Cc2ccc(O)cc2)N(C[C@@H]2CCCN2C[C@H](Cc2ccccc2)N2C[C@H](Cc3ccc(O)cc3)N(CC3CCCCC3)C(=O)C2=O)C1=O,-40,13,14,-0.2,0.2,-2,-5.2,/
C[C@H]1CN([C@@H](C)CO)S(=O)(=O)c2ccc(C#Cc3ccccc3)cc2O[C@@H]1CN(C)C(=O)Nc1ccc2c(c1)OCO2,3,-28,-6,0.5,-0.3,3,1.8,2
CC1Sc2ccc(S(=O)(=O)CCC(=O)N3CCN(c4ccccc4)CC3)cc2NC1=O (stereo not given),-1,2,3,/,0.1,8,0.2,4
O=C(C[C@@H]1C=C[C@@H](NC(=O)C2CC2)[C@H](CO)O1)NC1CCC1,-4,0,11,0.0,-1.0,1,0.0,7
CC(=O)C[C@@H]1OC[C@H](CO)N1S(=O)(=O)c1ccc(C)cc1,0,/,-6,0.9,0.2,-1,-4.3,/
COc1ccc(C#Cc2ccc3c(c2)[C@@H]2[C@@H](CCN2C(=O)c2cnccn2)[C@@H](CO)N3)cc1,/,13,/,1.3,0.3,/,2.2,9
CCC(O)CNc1nc(-n2nc(C)cc2C)nc2sc3c(c12)CC(C)(C)OC3 (stereo not given),-6,-3,-3,/,/,0,0.0,-13
O=C(N[C@@H]1CC[C@@H](CCNC(=O)C2CCOCC2)O[C@H]1CO)c1ccccn1,-3,15,-11,-0.3,-0.1,7,-2.0,8
COc1cccc(NC(=O)CN(C)C(=O)c2cc(Cl)nc3ccccc23)c1,-12,11,0,0.0,0.1,3,-0.4,-11
C[C@H](NC(=O)[C@H]1N2C(=O)c3ccccc3C2SC1(C)C)C(=O)N1CCC[C@H]1C(=O)O (stereo not given in full),-4,-3,-4,/,/,-5,0.5,-11
CN(C)c1nc(F)c(F)c(S(=O)(=O)c2ccccc2)c1F,-12,-3,-3,0.0,-0.1,5,-3.8,-6
O=C(NNC(=S)Nc1ccc(Cl)cc1Cl)C1CC1,/,3,/,1.9,0.0,/,/,-1
O=c1[nH]cnc2nn(C3OC(CO)C(O)C3O)nc12 (stereo not given),-17,21,3,-0.2,0.1,-1,0.1,/
O=C(O)C(Cc1ccccc1-c1ccccc1)C(=O)O,-11,2,-3,0.1,0.0,-2,-0.1,-3
Cc1ccc(NC(=O)C(c2ccc(Cl)cc2)N2CCOCC2)cc1 (stereo not given),-14,1,10,/,-0.1,2,-1.4,/
Nc1[nH]c(C(=O)c2ccccc2)c(-c2ccccc2C(F)(F)F)c1C(=O)NCc1ccc(F)cc1,11,5,-12,-0.1,0.1,1,0.5,/
COc1ccc(N2CCN(C(=O)c3nc4nc(C)cc(C)n4n3)CC2)cc1,-15,0,10,0.9,0.3,2,3.7,1
C[C@@H]1CN([C@@H](C)CO)C(=O)c2cc(NC(=O)Cc3cn(C)c4ccccc34)ccc2O[C@H]1CN(C)C(=O)Nc1ccc(C(F)(F)F)cc1,9,-1,-3,0.3,-0.6,-1,-1.4,-1
CCC(=O)N1[C@H](CO)[C@H](c2ccccc2)[C@@H]1CNC(=O)CN1CCOCC1,3,-2,12,0.0,0.1,-3,-0.4,4
CC(=O)N/C(=C\c1ccccc1)C(=O)Nc1ccc(O)cc1,-17,-6,10,/,0.3,0,1.2,/
Cc1cc(S(=O)(=O)N2CCOCC2)ccc1OCC(=O)NCc1ccccn1,-13,-5,0,-0.2,0.0,-3,-2.2,7
COCC(=O)Nc1ccc2c(c1)C(=O)N(C)C[C@@H](OC)[C@@H](C)CN(C(=O)c1ccccc1)[C@@H](C)CO2,-18,-6,0,0.2,0.1,/,0.8,-5
Cc1cc(NC(=O)COC(=O)c2ccc(S(=O)(=O)C(F)F)cc2)n(-c2ccccc2)n1,-4,-23,6,/,0.0,1,3.1,2
CCN1[C@@H]2c3ccc(-c4cccc(F)c4)c(=O)n3C[C@@H]2[C@@H](CO)[C@@H]1C(=O)N[C@@H](C)c1ccccc1,5,-9,5,0.4,0.0,0,2.6,-2
O=C(O)/C=C\C(=O)Nc1ccc(N2CCN(c3ccc(Cl)cc3)CC2)cc1,-7,8,0,/,0.0,4,0.3,-3
O=C(C(c1ccccc1)c1ccccc1)N1CCN(c2ccccn2)CC1,-4,-3,7,-3.5,-0.1,-2,-1.5,/
CN(Cc1cnn(-c2ccccc2)c1)C(=O)c1cccc(S(=O)(=O)Nc2ccccc2F)c1,-44,-1,8,0.0,0.0,1,-0.8,2
C[C@H]1CN([C@@H](C)CO)C(=O)c2cccc(NC(=O)Nc3ccccc3)c2O[C@@H]1CN(C)C(=O)Nc1cccc2ccccc12,-3,4,13,1.7,-1.2,0,-0.6,-14
COc1cc(OC)c(C(=O)OCC(=O)Nc2ccc(S(=O)(=O)N3CCOCC3)cc2)cc1OC,-17,-1,-1,0.2,0.0,-3,2.3,-2
O=C(C[C@H]1CC[C@@H]2[C@H](COC[C@H](O)CN2Cc2ccc(Oc3ccccc3)cc2)O1)N1CCCCC1,10,-11,-9,0.0,0.1,0,-0.3,-4
CC(=O)c1ccc(N2CCN(S(=O)(=O)c3ccc4c(c3)CCC(=O)N4)CC2)cc1,-6,/,1,-0.1,-0.1,-1,2.1,-9
CN(C)c1cnn(-c2ccccc2)c(=O)c1Cl,-9,/,-5,-1.5,0.1,-4,/,/
Cc1ccc(CNC(=O)CS(=O)Cc2nc(-c3ccccc3Cl)oc2C)cc1 (stereo not given),-7,-1,8,/,0.0,6,0.0,-10
COc1ccc(-n2cc(CNCCc3cscn3)c(-c3ccccc3Cl)n2)cc1,-10,-28,0,/,0.0,-2,/,/
COc1cc2cc(CN(CCc3ccccc3C)C(=S)NCCCN3CCOCC3)c(=O)[nH]c2cc1OC,19,-11,-7,/,-0.1,-1,0.3,/

# Next part; it opens with the two that closed the last part.
SMILES,RAD52 inh,INS-1E GSIS act,DENV2 CPE,E-sel inducer,Xi reactivation,Casp6 inh,CFTR F508del cor,RAD54 inh
COc1ccc(-n2cc(CNCCc3cscn3)c(-c3ccccc3Cl)n2)cc1,-10,-28,0,/,0.0,-2,/,/
COc1cc2cc(CN(CCc3ccccc3C)C(=S)NCCCN3CCOCC3)c(=O)[nH]c2cc1OC,19,-11,-7,/,-0.1,-1,0.3,/
Cc1cccc(S(=O)(=O)N2C[C@H]3[C@@H](c4ccccc42)[C@@H](CO)N3C(=O)C2CC2)c1,9,3,-7,-0.5,0.0,-2,2.6,9
Cc1nc(SCC(=O)N2CCN(C(=O)c3cccs3)CC2)c2c(C)c(C)sc2n1,-9,-2,-6,-0.9,0.2,1,0.3,-4
O=C(CN1C(=O)NC2(CCc3ccccc32)C1=O)Nc1ccc(Cl)cc1F (stereo not given),-1,-12,-2,/,0.0,-1,-0.7,0
CCOc1ccc(/C=C2\SC(=S)N(CC(=O)N(CCO)C(C)(C)C)C2=O)cc1,-40,8,12,/,0.0,1,-6.9,/
COc1ccc(C[C@H]2CN3C(=NC[C@@H]3C)N2CCNC(=O)CCC2CCCCC2)cc1,0,/,3,-0.1,-0.1,-7,-0.4,9
CCOC(=O)c1cccc(NC(=S)NC(=O)c2cccnc2)c1,-12,/,-2,/,0.1,2,-0.5,0
Cc1ccc(SCc2ccc(C(=O)Nc3cccnc3)cc2)cc1,5,13,2,-1.6,-0.1,-1,/,/
Cn1cc(C(=O)NCc2ccc(F)cc2)cn1,3,7,-5,0.0,0.0,4,0.3,/
Cc1ccc(C)c(NC(=O)CCN2CCN(CCO)CC2)c1,-5,-2,-1,-0.1,0.0,-16,-0.9,-2
O=C1CC(c2cccc(O)c2)Oc2ccccc21 (stereo not given),-15,-16,-2,/,0.3,3,0.2,-1
COc1cc(C(=O)NCCNC(=O)c2ccco2)cc(OC)c1OC,-21,-31,3,/,0.0,25,-0.7,-10
Cc1cc(C)cc(NC(=O)Cn2nnc(C(=O)NCc3ccco3)c2N)c1,-13,15,1,2.6,0.1,3,-2.1,-3
C[C@@H]1CN([C@@H](C)CO)C(=O)c2c(c3ccccc3n2C)-c2ccccc2CO[C@@H]1CN(C)S(=O)(=O)c1ccc(Cl)cc1,12,-13,-14,-0.6,-0.8,-5,-1.4,-2
Cc1csc(=O)n1CCC(=O)OCc1nnc(-c2ccc([N+](=O)[O-])cc2)o1,-19,/,6,0.4,0.2,52*,-0.3,-6
COc1ccc(NC(=O)N(C)C[C@H]2Oc3ccc(NC(=O)CCCCCC(=O)Nc4ccccc4N)cc3C(=O)N([C@@H](C)CO)C[C@H]2C)cc1,2,-4,10,/,-1.0,3,0.3,/
O=[N+]([O-])c1ccc(NN=C(Oc2ccccc2)c2ccc([N+](=O)[O-])cc2)cc1,-22,/,-7,0.2,0.0,-8,-2.9,6
Cc1cccc(C)c1NC(=O)c1ccc2sc([C@@H]3O[C@H](CO)[C@H](O)[C@H](O)[C@H]3O)nc2c1,-10,31,-4,0.1,0.2,-1,0.4,2
Cc1ccc(-c2ccc(CCC(=O)O)n2NC(=O)c2ccc([N+](=O)[O-])cc2)cc1,-5,7,-1,-0.7,0.0,7,3.8,10
COc1ccc(C2CC(=O)C(c3ccc(C(N)=O)cc3)=CN2Cc2ccccc2)cc1 (stereo not given),-8,-15,-5,0.4,0.6,-1,-0.1,/
N#CCCSC(=S)C1CCCC1=N (stereo not given),-6,/,11,/,0.0,5,-8.5,-8
Cc1ccsc1C(=O)N1CCC1(C)C(=O)NS(=O)(=O)c1ccccc1C(F)(F)F (stereo not given),-4,29,1,-0.1,-0.1,3,-4.9,-13
COc1cc2c(cc1OC)CN(CC(=O)NC(=O)NC(C)(C)C)CC2,-8,-5,0,/,0.2,-3,1.8,/
CCCc1cc(=O)n2nc(N3CCC(C(=O)N4CCN(c5cccc(OC)c5)CC4)CC3)sc2n1,4,-2,?,/,0.1,-1,-3.8,-1
COc1ccc(-c2ccc(C(=O)Nc3cccc(Oc4ccccc4)c3)c3occc23)c(C)c1,-1,-8,-1,-0.2,0.0,1,-2.4,8
Cc1ccc(C)c(N(C(=O)c2csnn2)C(C(=O)NC2CCCC2)c2ccncc2)c1 (stereo not given),-5,-12,-2,/,0.1,1,-1.5,2
Cc1cc(N2CCCC(C(=O)Nc3cccc4ccccc34)C2)n2ncnc2n1 (stereo not given),-5,19,2,1.7,0.2,-1,-2.0,-14

# This is a random part of the collection; overall some 3.7% were active at least once.
